OX1R antag-1 – antagonists of human orexin 1 receptor. O43613. CHO/OX1R cells, Fluo-8 calcium fluorescence, orexin A. inhibition, % at 5 µM. 330,000 tested, 0.43% active. AID 434989;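 active means inhibition above its plate's threshold, mean inhibition of all tested compounds on the plate plus 3 SD, cut at about 37% in these data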;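 further: 0% = orexin A challenge wells and 100% = SB-334867-A antagonist wells; not every result past the cut was called active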
Target sequence (O43613 whole entry, looked up): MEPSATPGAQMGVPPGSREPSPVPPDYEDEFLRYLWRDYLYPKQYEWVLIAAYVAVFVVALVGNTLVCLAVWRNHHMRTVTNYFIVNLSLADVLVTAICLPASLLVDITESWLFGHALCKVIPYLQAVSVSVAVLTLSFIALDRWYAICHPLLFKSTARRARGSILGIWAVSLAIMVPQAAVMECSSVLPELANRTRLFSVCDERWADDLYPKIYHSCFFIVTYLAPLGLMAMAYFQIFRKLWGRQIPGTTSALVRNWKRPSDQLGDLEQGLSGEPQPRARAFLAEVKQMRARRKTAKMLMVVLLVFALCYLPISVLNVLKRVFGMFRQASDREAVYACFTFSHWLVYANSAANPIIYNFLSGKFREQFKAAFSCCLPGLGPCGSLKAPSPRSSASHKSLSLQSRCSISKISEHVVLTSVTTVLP
CHT allo act – human CHT allosteric activation | 310,000 tested, 0.49% active | Q9GZV3 | CHT-expressing cells, membrane potential dye, choline EC20; stronger effect = higher value; LV-AA mutant CHT in HEK293 cells | B-score at 10 µM | AID 488977;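 active means initial fluorescence not abnormally high and integrated response B-score, plate-corrected, over 3 SD above library mean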
Target sequence (Q9GZV3 whole entry, looked up): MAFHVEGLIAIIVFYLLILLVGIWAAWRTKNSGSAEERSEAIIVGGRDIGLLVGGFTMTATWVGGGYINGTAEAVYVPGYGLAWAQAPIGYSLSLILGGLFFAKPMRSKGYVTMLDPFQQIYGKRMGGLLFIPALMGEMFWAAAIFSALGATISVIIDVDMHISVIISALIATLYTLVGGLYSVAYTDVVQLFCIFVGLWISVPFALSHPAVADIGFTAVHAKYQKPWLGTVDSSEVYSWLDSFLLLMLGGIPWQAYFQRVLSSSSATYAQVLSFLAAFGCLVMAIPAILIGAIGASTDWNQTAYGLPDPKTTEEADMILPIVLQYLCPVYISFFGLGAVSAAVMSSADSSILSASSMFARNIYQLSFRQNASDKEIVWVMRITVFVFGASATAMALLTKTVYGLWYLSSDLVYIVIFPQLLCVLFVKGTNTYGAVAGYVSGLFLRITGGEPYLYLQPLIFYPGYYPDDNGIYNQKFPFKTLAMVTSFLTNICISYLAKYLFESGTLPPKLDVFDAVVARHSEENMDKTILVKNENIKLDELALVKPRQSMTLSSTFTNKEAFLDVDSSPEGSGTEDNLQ
OX1R antag-2 – antagonists of human orexin 1 receptor (OX1R); O43613; OX1R-expressing cells, FRET antagonist read-out; AID 485270; inhibition, % at 6.6 µM; 330,000 tested, 1.8% active; in the data active means inhibition mostly above about 38%, no sharp cut-off; inactive means mostly below about 40%;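 further: 0% = agonist challenge alone and 100% = reference antagonist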
The depositor's hits bear a star; i = inactive; x = no result given. An unsorted share of the library. Share with any hit: about 2.5%.

SMILES	OX1R antag-1	CHT allo act	OX1R antag-2
O=C(N=C1SC2CS(=O)(=O)CC2N1Cc1ccccc1)C1CCCCC1 (centres undefined)	-16	i	10
COc1ccc(NC(=O)C/C(C)=N/NC(=O)COc2ccc(OC)cc2)cc1	-12	i	8
Cc1nc2nc(CSc3nnc(C)s3)cc(=O)n2[nH]1	-1	i	11
Cn1ncc(Cl)c1C(=O)Nc1cc(C(F)(F)F)ccc1F	-9	i	-3
COc1cc(C(=O)n2cnc3ccccc32)c([N+](=O)[O-])cc1OC	-20	i	9
CCCCOc1ccc(C(=O)NC)cc1	-16	i	9
O=C(Cc1ccc(S(=O)(=O)N2CCOCC2)s1)N1CCN(S(=O)(=O)c2ccc(Cl)cc2)CC1	-3	x	13
Cc1ccc(NC(=O)C(=O)NN)cc1	-18	i	21
CC1CCN(CC(=O)Nc2cc(C(F)(F)F)ccc2Cl)CC1	3	i	3
COc1ccc(C(C(=O)NC(C)(C)C)N(CCc2ccc(OC)c(OC)c2)C(=O)CCC(=O)Nc2cc(C)on2)cc1 (centres undefined)	-34	i	20
CCCn1nc(NC(=O)CC(C)C)c2cc3ccccc3nc21	-19	i	9
O=C(CN1C(=O)CSC1=O)N1CCCC(Nc2ccc(F)cc2)C1 (centres undefined)	-10	i	11
O=C(Cc1cccc2ccccc12)Nc1c(F)cccc1F	-26	i	-2
COc1ccc(/C=N/NC(=O)CSc2n[nH]c(=O)[nH]c2=O)cc1	-2	i	13
c1cnc2c(c1)ncc1cscc12	1	i	18
C/C(N)=C(/C#N)C(=O)COC(=O)CNS(=O)(=O)c1ccc(C)cc1	-17	i	4
COc1ccc(CC(=O)NNS(=O)(=O)c2cccc([N+](=O)[O-])c2)cc1OC	-21	i	7
CC(=O)c1c(C)n(-c2ccccc2)c2ccc(O)cc12	-11	i	35
CC(C)(C)c1ccc(OC(=O)Nc2ccc(O)c(C(=O)O)c2)cc1	-12	i	20
CC(C)(C)c1ccc(C2CC2C(=O)N/N=C\c2ccc[nH]2)cc1 (centres undefined)	-3	i	28

Reprinted at random: 7 entries already listed, in no set order.
SMILES	OX1R antag-1	CHT allo act	OX1R antag-2
CC(C)(C)c1ccc(C2CC2C(=O)N/N=C\c2ccc[nH]2)cc1 (centres undefined)	-3	i	28
Cc1nc2nc(CSc3nnc(C)s3)cc(=O)n2[nH]1	-1	i	11
CC1CCN(CC(=O)Nc2cc(C(F)(F)F)ccc2Cl)CC1	3	i	3
c1cnc2c(c1)ncc1cscc12	1	i	18
CC(=O)c1c(C)n(-c2ccccc2)c2ccc(O)cc12	-11	i	35
O=C(Cc1cccc2ccccc12)Nc1c(F)cccc1F	-26	i	-2
Cn1ncc(Cl)c1C(=O)Nc1cc(C(F)(F)F)ccc1F	-9	i	-3

(list continues)
SMILES	OX1R antag-1	CHT allo act	OX1R antag-2
CCc1ccccc1N1C(=O)C2CC=CCC2C1=O (centres undefined)	-8	i	30
COCCNS(=O)(=O)c1ccc2c(c1)C(=O)c1cc(S(=O)(=O)NCCOC)ccc1-2	-3	i	66*
Fc1ccc(-c2[nH]ncc2CN(CC2CCC2)CC2CCCO2)c(F)c1 (centres undefined)	-24	i	3
Oc1nc(Nc2cccc(Cl)c2)sc1/C=C1\C=Nc2ccccc21	-12	i	67
CCSc1nnc(NC(=O)CSc2nnc(C)c(=O)n2N)s1	-7	i	24
CCC(=O)NCCc1c[nH]c2ccccc12	-25	i	15
CCOC(=O)c1[nH]c2ccc(OC)cc2c1NC(=O)CN1CCc2ccccc2C1	-19	i	13
COC(=O)[C@]1(C)N[C@H](CN(C)S(=O)(=O)c2ccc(F)cc2)[C@@H]2C(=O)N(Cc3ccccc3)C(=O)[C@@H]21	-19	x	2
Clc1ccc(Cl)c(OCc2cc(-c3ccccc3Cl)on2)c1	-6	i	4
CCOc1ccc(CC(=O)NCc2cn3c(C)csc3n2)cc1	-12	i	0
COc1ccc(C2/C=C\CN(C(=O)C3CCCC3)[C@H](Cc3ccccc3)C(=O)N2Cc2ccc(F)cc2)cc1 (some centres undefined)	-41	i	15
COc1ccc(NC(=O)C2CC(c3cc(OC)c(OC)c(OC)c3)=NO2)cc1OC (centres undefined)	-15	i	26
CCOC(=O)c1nnc(-c2ccccc2)[nH]c1=O	-6	i	14
CCOc1ccccc1N1CCN(C(=S)NCc2ccc(Cl)cc2)CC1	10	i	8
CC1Cc2ccccc2N1Cc1cccc([N+](=O)[O-])c1 (centres undefined)	-35	i	15
Cc1cc(CNCc2c(C(=O)N3CCCCCCC3)nc3ccc(Cl)cn23)nn1C	-25	i	11
O=C(O)c1cc(O)ccc1-c1ccc(O)cc1	3	i	10
O=C(O)C1CCCCC1C(=O)Nc1ccccn1 (centres undefined)	-16	i	9
CC1CCN(CC(O)COCCC23CC4CC(CC(C4)C2)C3)CC1 (centres undefined)	-4	i	5
CCOC(=O)Cc1cnc(NC(=O)CSc2nc(N)cc(N)n2)s1	-10	i	22
O=C(O)c1ccc(NCc2cccs2)cc1	1	i	4
S=C(NCCc1ccccc1)N/N=C/c1ccc(Cl)cc1	-21	i	12
CCc1ncc(C(O)c2cccc3ccccc23)n1C (centres undefined)	-14	i	3
CC(C)(C)c1cc(CN2CCC(O)CC2)cc(C(C)(C)C)c1O	-10	i	3
OC1CCN(c2ncnc3nc[nH]c23)CC1	9	i	5
COc1ccccc1/C=C/c1ccc2cccc(O)c2n1	-8	i	20
O=C(O)c1cc(S(=O)(=O)N2CCN(C(c3ccccc3)c3ccccc3)CC2)ccc1Cl	-14	i	4
C/C(=N\n1c(C)nc2ccccc2c1=O)c1ccc(C)o1	-11	i	3
CCCC12CN3CCN(CC(C3)/C1=N\NC(=O)c1ccc(F)cc1)C2	-19	i	50
CCN(CC(=O)NC1CCS(=O)(=O)C1)c1nc(-c2ccccc2)nc2ccccc12 (centres undefined)	-23	i	7
COC(=O)c1cccc(NC(=S)Nc2cccc(Cl)c2Cl)c1	-15	i	2
COc1ccc(OCC(=O)NCCNC(=O)c2ccncc2)cc1	-16	i	15
O=C(c1ccc(N2CN(C(=O)c3ccco3)c3nc4ccccc4nc32)cc1)N1CCOCC1	6	i	17
Cc1ccc(S(=O)(=O)N2[C@@H](c3ccccc3)C(C(=O)O)=CC[C@H]2c2cccc(Cl)c2)cc1	-9	i	36
CCOC(=O)N1CCN(S(=O)(=O)c2ccc(C)cc2)C1c1ccccc1 (centres undefined)	-34	i	17
COC(=O)c1ccccc1NC(=O)COC(=O)c1ccccc1N=Nc1ccc(N(C)C)cc1	-18	i	31
CC(SCc1ccccc1)C(=O)NN=C1CCN(C)CC1 (centres undefined)	-29	i	7
CCOC(=O)C1(CCOc2ccccc2)CCN(C(=O)CCSC)CC1	-30	i	30
CCOC(=O)NC(Nc1ncccn1)(C(F)(F)F)C(F)(F)F	-11	i	22
O=C(NC12CC3CC(CC(C3)C1)C2)c1ccc(-c2cccc(Cl)c2)o1	-46	i	8
COc1ccc2cc(C3(C)NC(=O)N(CC(=O)NCc4ccco4)C3=O)ccc2c1 (centres undefined)	-27	i	5
COCCNC(=O)c1c(CSc2ccccc2)noc1C(=O)NCc1ccccc1	-16	i	25
COc1ccc(-c2nnc(SCC(=O)NCc3ccco3)o2)cc1	-12	i	28
Cc1cc(C)n(-c2ccc(C(=O)N3CCc4ccccc43)cc2)n1	-28	i	13
CSc1ccccc1NC(=O)CN(C)CC(=O)Nc1ccc(Cl)cc1F	-18	i	4
CC(=O)N1CCN(S(=O)(=O)c2cccc(C(=O)NNC(=O)Cn3ccc(C(F)(F)F)n3)c2)CC1	-5	i	3
CCCCN1C(=O)/C(=C2\SC(N3CCCCC3)=NC2=O)c2ccccc21	-12	i	11
NC(=O)CCn1cnc2ccccc21	2	i	4
Cc1cc(NC(=O)COC(=O)c2c(C)c(C)c(C)c(C)c2C)no1	-17	x	3
Cc1cccc(NC(=O)c2ccc(C(=O)Nc3cccc(C)c3)nc2)c1	-25	i	23
Cc1nn2c(COc3ccc(NC(=O)C(C)C)cc3)nnc2c2ccccc12	-27	i	6
Cc1ccc(NC(=O)c2cccc(S(=O)(=O)N3CCCCC3)c2)cc1	-22	i	20
CCOc1cccc(OCCCCN2CCCCC2)c1	-14	i	10
Cc1ccc(C)c(N(C(=O)c2nsc(Cl)c2Cl)C(C(=O)NC2CCCC2)c2ccc(O)cc2)c1 (centres undefined)	-46	i	22
CC(C)C(NC(=O)c1ccccc1)C(=O)N1CCN(C/C=C/c2ccccc2)CC1 (centres undefined)	-34	x	6
COC(=O)CN(c1ccccc1)S(=O)(=O)c1ccc(F)cc1	-2	i	24
C(=C\c1cccc2ccccc12)/c1nnc(-c2cccs2)o1	10	i	16
O=c1c2nnn(Cc3ccccc3)c2ncn1-c1ccccc1	-10	i	18
CSc1ccccc1NC(=O)CN(C)C(C)C(=O)NCc1ccc2c(c1)OCO2 (centres undefined)	-19	x	3
OC(c1ccccc1)(c1ccccc1)C1CCN(C(=S)NCCc2ccccc2)CC1	-15	i	16
(next part)
SMILES	OX1R antag-1	CHT allo act	OX1R antag-2
Cc1ccc(S(=O)(=O)N2CCCC2)cc1C(=O)NC1CCCCC1	-12	i	17
O=C(c1cccc(C(=O)N2CCC(O)(c3ccccc3)CC2)c1)N1CCC(O)(c2ccccc2)CC1	-21	i	5
COc1ccc(N=C2NC(=O)/C(=C/c3ccc(O)c(OC)c3)S2)cc1	-10	i	0
COc1ccc(CNC(=O)C2CCCN2)cc1OC (centres undefined)	1	i	14
Cc1cc(C)c2nc(SCc3ccc([N+](=O)[O-])cc3)nc(C)c2c1	-15	i	5
CCOC(=O)Cc1csc(NC(=O)c2ccco2)n1	5	i	18
C=CCn1cc(C(=O)NCCCOCC)c(=O)c2cc(S(=O)(=O)N(CC)CC)ccc21	-32	i	24
CCOc1ccc(N(C(=O)c2ccccc2Cl)C2=NC(C)(C)CS2)cc1	-37	i	20
Cc1c(C)n(Cc2ccccc2)c2ncnc(NCCCN(C)C)c12	-23	i	2
O=C(COC(=O)COc1ccccc1)NCCc1ccccc1	-9	i	5
COc1ccc(OC)c(C2NC(=O)NC(C)=C2C(=O)OC2CCCCC2)c1 (centres undefined)	-18	i	22
COc1ccc(NC(=O)C2CCCN2C(=O)NC2CCCCC2)c(OC)c1 (centres undefined)	-21	i	-5
CCc1ccc(CNC(=O)C2CCCN(S(=O)(=O)N3CC(C)CC(C)C3)C2)cc1 (centres undefined)	-46	i	6
COc1c(OC(C)=O)ccc(/C=N\NC(=O)c2ccc(Br)cc2)c1[N+](=O)[O-]	6	i	43
CC(C)(O)CCC(C)(C)O	-17	x	5
O=C(c1ccccc1)c1ccc2ccccc2n1	-26	i	12
Cn1c(=O)[nH]c(=O)c2c1nc(N1CCN(CCO)CC1)n2Cc1ccccc1	-9	i	35
CC1CCC2(CC1)NC(=O)N(CC(=O)Nc1cc(S(=O)(=O)N3CCCC3)ccc1Cl)C2=O (centres undefined)	-23	x	7
COc1cccc(/C=C/C(=O)OCC(=O)Nc2ccc(N3CCOCC3)cc2)c1OC	-18	i	5
CS(=O)(=O)NNC(=O)Cn1nnc(-c2cc(C(F)(F)F)cc(C(F)(F)F)c2)n1	3	i	4

Laid out differently: 4 of the compounds above.
Structure | OX1R antag-1 | CHT allo act | OX1R antag-2
COc1ccc(OC)c(C2NC(=O)NC(C)=C2C(=O)OC2CCCCC2)c1 (centres undefined) | -18 | i | 22
CS(=O)(=O)NNC(=O)Cn1nnc(-c2cc(C(F)(F)F)cc(C(F)(F)F)c2)n1 | 3 | i | 4
COc1cccc(/C=C/C(=O)OCC(=O)Nc2ccc(N3CCOCC3)cc2)c1OC | -18 | i | 5
CC1CCC2(CC1)NC(=O)N(CC(=O)Nc1cc(S(=O)(=O)N3CCCC3)ccc1Cl)C2=O (centres undefined) | -23 | x | 7

More compounds follow.
SMILES	OX1R antag-1	CHT allo act	OX1R antag-2
CCNc1nnc(-c2ccc(C)cc2)o1	-2	i	5
CCC(C)[C@@H](C(=O)N1CCNCC1)n1cc(CCCCN)nn1 (some centres undefined)	4	i	10
Cn1c(SCc2cccnc2)nc2cccnc21	1	i	14
Cc1cccc(C(=O)OCC(=O)N2CCCCCC2)c1	-13	x	7
COc1cc(CCCN2CCNC[C@@H]2CC2CCCCC2)cc(OC)c1OC	-29	x	5
Cc1c(NC(=O)C2CCCN(S(=O)(=O)c3cnc[nH]3)C2)c(=O)n(-c2ccccc2)n1C (centres undefined)	-16	i	11
COC(=O)C1=C(C)N(CCCC(=O)O)C(=O)NC1c1ccc(OC)cc1 (centres undefined)	-7	i	20
Cc1cc(C)n(CC(=O)NCCC2=CCCCC2)n1	-25	i	17
CCc1cccc(CC)c1NC(=O)CSc1nnc(C(C)C)n1CC	-4	i	10
Nc1nc(NCc2ccco2)nc(NCCO)c1[N+](=O)[O-]	-23	i	10
COCCCN(C(C)=O)c1nc(-c2ccc(OC)cc2)cs1	-28	i	15
Cc1cccc([C@@H]2[C@@H]3C(=O)N(Cc4ccccc4)C(=O)[C@@H]3[C@]3(C)C(=O)N(c4cccc(Cl)c4)C(=O)N23)c1	-29	i	18
CCS(=O)(=O)N1CCC(C(=O)NCc2ccc(F)cc2)CC1	4	i	21
O=[N+]([O-])c1ccc(/C=N/n2cn[nH]c2=S)cc1	-11	i	109*
O=C(O)COc1ccc(C(=O)c2ccccc2)cc1	-7	i	17
Fc1ccc(C(CCNCc2ccccn2)c2ccc(Cl)cc2)cc1 (centres undefined)	-29	i	4
CCOc1ccc(NC(=O)c2ccccc2SC)cc1	-20	i	22

High-throughput results as filed in PubChem.
